High-throughput results (PubChem)
Pf Dd2 inh: Plasmodium falciparum Dd2 growth inhibition; Potency, µM (doses to about 28.9 µM), for inactives: at the highest dose activity, negative = inhibition, usual class: inhibitors; hit rate 4.3% among 120,000; P. falciparum Dd2 growth, SYBR Green, 72 h; AID 1347417; active means well fitted inhibition curve with a large enough effect; inconclusive means small, poorly fitted or top-dose-only effect; inactive means no such curve, though single readings can be large or run the other way;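 further: plate controls were DMSO vehicle for no effect and reference drug for full effect; nearly all actives have a fitted effect of over 65% in size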
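Infected erythrocytes (Dd2, 0.3% parasitemia, 2.5% hematocrit final) are added to compound in RPMI-1640/Albumax II medium, grown 72 h at 37C in low oxygen, then lysed with saponin/Triton-X containing SYBR Green and read by fluorescence.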
The depositor's hits bear a star; i = inactive; ? = inconclusive; [ ] = dose if it differs, or a comment. Potency means the concentration at half of the fitted maximal effect.

SMILES	Pf Dd2 inh
Cc1ncoc1C(=O)N1CCC(c2noc(-c3ccccc3)n2)C1 (configuration not stated)	i[5.79 µM]
CCOc1nc(NC(=O)NS(=O)(=O)Oc2ccc(Cl)cc2)nc(-c2ccccc2)n1	2%
c1ccc(CN2CCNc3cc(-c4ccncc4)ncc3C2)cc1	-26%[44.1 µM]
COc1ccc(CN2C(=O)[C@@H]3C[C@@H](O)CN3C3(CN(CC(C)C)C3)C2=O)cc1	-28%[44.1 µM]
CCc1ccc(C(=O)NC2CCN(c3cn[nH]c(=O)c3)CC2)cc1	?
COCCn1nnnc1C1CC2(CCOCC2)C(=O)N1Cc1ccc(Cl)cc1 (configuration not stated)	25%
CS(=O)(=O)c1ccc(OCC2(CNS(=O)(=O)c3ccc(F)cc3)C[C@@H](O)[C@@H](O)C2)cc1 (some centres not stated)	13%
CCOc1ccc(CCNC(=O)C2Cc3ccccc3N2C(=O)CC)cc1OCC (configuration not stated)	i
Cc1ccccc1NC(=O)/C(C#N)=C/c1ccc(Cl)cc1Cl	i
COc1ccc(CN2CCC3(CC2)NCc2ccccc2NC3=O)cc1	-20%
Cc1ccc(C)c(N2CCN(C(=O)C3CCN(S(=O)(=O)c4ccc5[nH]c(=O)oc5c4)CC3)CC2)c1	5.6µM*
COc1ccc(CNCc2ccc3c(c2)n(C)c(=O)n3C)cc1	-18%
O=[N+]([O-])c1cccc(-c2noc([C@@H]3C[C@@H](O)CN3Cc3ncc[nH]3)n2)c1	-28%[44.1 µM]
Cc1ccc(N2CC(c3noc(COc4cccc(C)c4)n3)CC2=O)cc1 (configuration not stated)	-9%
O=C(CCC(=O)N1Cc2ccccc2Oc2ncccc21)Nc1ccc(Cl)cc1	1%
Cc1noc(-c2cccc(F)c2)c1C(=O)NCc1ccc(Cl)cc1	-19%
COc1cccc(-n2cc(C(=O)Nc3cccc(C(F)(F)F)c3)c3ccccc3c2=O)c1	?
COc1ccc(CC(=O)N2CCCN(c3cc(-c4ccc(OC)cc4)[nH]n3)CC2)cc1	?
CCn1cc(S(=O)(=O)N2CCC(c3noc(-c4ccncc4)n3)C2)cn1 (configuration not stated)	i[5.79 µM]
Cc1cc(C(=O)Nc2cccc(C)c2C)c2c(C)nn(-c3cccc(F)c3)c2n1	10%
COc1ccc(C(=O)NCC2(COc3cccnc3)C[C@@H](O)[C@@H](O)C2)cc1 (some centres not stated)	16%[44.1 µM]
Cc1ccc(CN(Cc2ccco2)C(=O)COc2c(C)cc(C)cc2C)cc1	?
Cc1sc2ncn(CC(=O)Nc3cccc(C(F)(F)F)c3)c(=O)c2c1S(=O)(=O)N1CCC(C)CC1	25%
Cc1ccc(Sc2ccc(N3CCC(C(=O)Nc4ccc(C)c(F)c4)CC3)nn2)cc1	28%
COc1cccc(S(=O)(=O)N2CCC(c3noc(-c4cccnc4)n3)C2)c1 (configuration not stated)	30%[5.79 µM]

Next entries:
SMILES	Pf Dd2 inh
CCC1CN(C(=O)N2CCC(C(=O)NCc3ccc(OC)cc3OC)CC2)c2cc(C)ccc2O1 (configuration not stated)	?
O=C(c1ccc(F)cc1)N1CCC[C@H]1c1nc(-c2ccccc2)no1	i
O=C(Cn1nc2n(c1=O)CCCC2)Nc1cccc(Cl)c1	i
COc1cccc(OC)c1-c1c(-c2ccccc2)ncn1CCCSC	10µM*
O=C(NC[C@H]1O[C@H](Cc2cc(CN3CCN(c4ccccc4)CC3)on2)CC[C@@H]1O)c1ccccc1	?
O=C(CN1CC2CC(C1)[C@H]1CCCC(=O)N1C2)N1CCN(c2ccccc2)CC1 (some centres not stated)	-17%
CN(C)CCNC(=O)c1cnc2c(c1)N(Cc1ccccc1)CCC2	i
COc1cccc(CN2CC[C@H]3C(=O)NCCCCCCN(Cc4ccncc4)[C@@H]3C2)n1	?
COc1ccc(C2Cn3nnc(-c4noc(C5CCC5)n4)c3CO2)cc1 (configuration not stated)	i
COc1cccc(Nc2cc(-c3cccs3)nc3c(C)noc23)c1	i
CCc1ccccc1NC(=O)CN1C(=O)CCn2nc(-c3cccn3C)cc21	8%
Clc1ccccc1Nc1cnc2ccc(N3CCOCC3)nn12	-14%[44.1 µM]
NC1CC(c2cc(NCc3noc(C(F)(F)F)n3)ncn2)C1 (configuration not stated)	-9%
O=C([C@@H]1C[C@H](Oc2cccnc2)CN1C(=O)c1ccc2ccccc2n1)N1CCOCC1	i
Cc1noc(-c2cn(C3CCN(C(=O)COc4ccc(F)cc4)CC3)nn2)n1	-10%
O=C(N[C@H]1CCN2C(=O)c3ccc(Cl)cc3NC(=O)[C@H]12)c1cccc(F)c1	?
CCc1ccc2c(c1)NC(c1ccc(OC)cc1)=NC(c1ccncc1)=N2	?
COc1ccc(N2CC(NC(=O)C(c3ccccc3)c3ccccc3)CC2=O)cc1OC (configuration not stated)	-9%
CCOc1ccc(-c2cc3c(=O)n(CCNC(=O)c4ccc5c(c4)OCO5)ccn3n2)cc1	-13%
CN1CCN(C(=O)c2cccnc2)CC12CCC(=O)N(CC1CC1)CC2 (configuration not stated)	-10%
Cc1ccc(N2CCN(C(=O)c3cnc(N4CCCCC4)c4ccccc34)CC2)c(C)c1	i
COC(=O)c1c(-c2cccs2)csc1NC(=O)c1ccc(C)cc1	-13%
CN1CCC(N2CCC(CN(Cc3ccncc3)C(=O)c3cnc[nH]3)CC2)CC1	-15%
COc1ccc(Nc2nc(-c3c(C)noc3C)cc3cc(CO)oc23)cc1OC	7.9µM*
O=C1NCc2ccccc2CC12CCCN(Cc1cccc(OC(F)(F)F)c1)C2 (configuration not stated)	?

New compounds follow
SMILES	Pf Dd2 inh
COCCN1C(=O)c2ccccc2C(C(=O)Nc2cc(C)ccc2OC)C12CCCCC2 (configuration not stated)	10µM*
O=C(NC[C@H]1O[C@@H](CO)[C@@H](O)[C@H]1N1CCOCC1)c1ccc(F)c(Cl)c1	-15%[44.1 µM]
Cc1cccn2cc(C(=O)N3CCC4(CCCN(CC5CCC5)C4=O)C3)nc12 (configuration not stated)	-8%
Cn1cnc(S(=O)(=O)N2CC[C@H]3C(=O)NCCCCCCN(Cc4ccncc4)[C@@H]3C2)c1	10%
CCC1(C(=O)NCc2cccc(C(F)(F)F)c2)CCCCC(=O)N1 (configuration not stated)	2%
CCOc1ccc(CNC(=O)Cn2nc(N3CCN(c4ccccc4)CC3)ccc2=O)cc1	-2%
Cc1ccc(-n2c(C3CCN(C(=O)Cc4cccc(C)c4)CC3)n[nH]c2=O)cc1	?
Cc1nc(C)c(C(=O)N2CCCC(C(=O)NCc3ccccc3)CCNC(=O)CC2)s1 (configuration not stated)	i
CCOC(=O)C1=CN(CC(=O)N(C)c2cccc(C)c2)S(=O)(=O)N=C1C	-20%
O=c1c2sc3ccccc3c2n(Cc2ccc(F)cc2Cl)c(=O)n1Cc1ccccc1	12%
Cc1ccc2c(CC(=O)N(Cc3cccc(Cl)c3)C3CCS(=O)(=O)C3)coc2c1 (configuration not stated)	7%
Cn1nc2n(c1=O)CCN(C(=O)c1ccc(F)cc1F)CC2	44%[activator]
CCOc1ccc(CNC(=O)Cc2ccc(NC(=O)N3CCSc4ncccc43)cc2)cc1	58%[activator]
O=C(NC1CCN(c2cc(-c3cccs3)[nH]n2)C1)c1cc2ccccc2[nH]1 (configuration not stated)	14µM*
COc1cccc(C(O)CNC(=O)C2CCN(C(=O)C3CCC3)CC2)c1 (configuration not stated)	-2%
COc1ccc(S(=O)(=O)N(CC(=O)N(C)Cc2ccccc2)c2ccc(Cl)cc2)cc1	9%
Cc1cc(NC(=O)CSc2nc3c([nH]c4ccccc43)c(=O)n2-c2ccccc2F)no1	10µM*
O=c1cc(-c2ccccc2)n2c(SCc3ccc(F)cc3)nnc2[nH]1	137%[activator]
CN(C)[C@@H]1CN(C(=O)C2CC2)CC[C@@H]1CO	-10%
O=C(c1ccc(C(F)(F)F)cc1)N1CCCC(c2nn(-c3ccc(F)cc3)c(=O)[nH]2)C1 (configuration not stated)	i
COc1ccc(CCNC(=O)CCS(=O)(=O)c2ccc3c(c2)oc(=O)n3C)cc1OC	i
Cc1cn2nc(C(=O)N3CCC(NC(=O)c4nccc5ccccc45)CC3)cc2c(=O)[nH]1	?
CCn1c(CN2CCN(C)CC2)nc2ccccc21	-23%
O=C(NCc1cc(F)ccc1F)C1CCN(c2cn[nH]c(=O)c2)C1 (configuration not stated)	?
Cn1cc([C@@H](NC(=O)c2ccc3c(c2)OCC(=O)N3)C2CC(O)C2)cn1 (some centres not stated)	0%

Among those listed so far, these contain two or more sulfur atoms.
SMILES	Pf Dd2 inh
CS(=O)(=O)c1ccc(OCC2(CNS(=O)(=O)c3ccc(F)cc3)C[C@@H](O)[C@@H](O)C2)cc1 (some centres not stated)	13%
Cc1sc2ncn(CC(=O)Nc3cccc(C(F)(F)F)c3)c(=O)c2c1S(=O)(=O)N1CCC(C)CC1	25%
COC(=O)c1c(-c2cccs2)csc1NC(=O)c1ccc(C)cc1	-13%

Other results.
SMILES	Pf Dd2 inh
C[C@H](C(=O)N1Cc2ccccc2CC2(CCN(CC3CCNCC3)CC2)C1)c1ccccc1	11%
Cc1cccc(CNC(=O)c2ccc3c(c2)N(C)C2CCCN2C3=O)c1 (configuration not stated)	10µM*
CCCc1sc(NC(=O)CC[C@H]2NC(=O)c3ccccc3NC2=O)nc1C(=O)OC	?
Cc1cccc(-n2c(=O)c3c(c4cc(C)ccc4n3C)n(CC(=O)Nc3ccc(C)c(C)c3)c2=O)c1	-1%
COCCN1CCCCCC(O)c2cc(C(=O)NCc3ccc(C)o3)ccc21 (configuration not stated)	?
CCOc1ccc(C(=O)N[C@H]2CC[C@H]2NC2CCOCC2)cc1Cl	-24%
CNC(=O)c1ccc2c(c1)OCCN(c1cccc(OC(F)(F)F)c1)C2	11µM*
CSc1ccc(CCNC(=O)NCc2noc3ccccc23)cc1	11%
Cc1c(CN2CCC(c3nnc(CN(C)C)n3C)CC2)cc(C#N)n1C	-6%
CCN(CC)c1ncnc2c1cnn2-c1cc(Cl)ccc1C	i
CN1CCCC2(CCN(C(=O)Nc3ccccc3-c3ccccc3)C2)C1=O (configuration not stated)	-7%
CC(C)CCN1C(=O)c2ccccc2CC1(C)C(=O)NC1CCC(C)CC1 (configuration not stated)	24%
Cc1ccccc1CC(=O)N1CCN(C(=O)c2nnn3c2COC(c2ccccc2)C3)CC1 (configuration not stated)	?
Cc1ccc(-c2ccc3nnc(CNC(=O)C4(c5ccccc5)CC4)n3n2)cc1	i
COc1nccc(N2CCC(CC(=O)N(C)CCCc3c(C)nn(C)c3C)CC2)n1	i
Cc1cn2c(=O)cc(COC(=O)c3cccc(NC(=O)COc4ccc(Cl)cc4)c3)nc2s1	15%
COc1ccc(NC(=O)c2ccc3c(c2)OCCN(Cc2ncccn2)C3)cc1F	i
O=C(c1cccnc1)N1CCC2(CC1)C(=NC1CCCCC1)NC(=O)N2c1cccnc1	28%
Cc1cccc(NC(=O)CSc2nc3ccc(NC(=O)COc4ccccc4C)cc3s2)c1	?
CC(C)N1C(=O)CO[C@H](c2ccc(NC(=O)c3ccccc3)cc2)[C@H]1CO	-6%[44.1 µM]
COc1ccc(CNC(=O)c2cnc3sc(N4CCCCCC4)nn3c2=O)cc1	i
COCCc1noc(-c2ccccc2OC2CN(C(=O)c3ccccc3OC)C2)n1	?
Cc1cccc(CNC(=O)Cc2ccc(N(Cc3ccc(F)cc3)C(=O)c3ccco3)cc2)c1	i
Cc1cc(-c2cnc3n[nH]c(-c4ccc5c(c4)OCO5)c3n2)ccn1	13%[44.1 µM]
CCOc1cccc(CNC(=O)c2ccc(N3CCCC3)c(NC(=O)NCc3ccc(F)cc3)c2)c1	40%[activator]

Next section:
SMILES	Pf Dd2 inh
O=C1c2[nH]nc(-c3ccc(Br)cc3)c2C(c2cccc(O)c2)N1c1ccc(Cl)cc1 (configuration not stated)	?
COc1ccc(Cn2c(=O)c3oc4ccccc4c3n(CC(=O)Nc3c(C)cccc3C)c2=O)cc1	10%
Cc1cc(=O)n(CC(=O)Nc2ccc(Cl)cc2F)c(N(C)Cc2ccccc2)n1	i
CCc1noc([C@@H]2CC(F)(F)CN2C(=O)COc2ccc(F)cc2)n1	12%
CCC(Oc1ccccc1-c1nnc(-c2ccccc2)o1)C(=O)Nc1ccc(C(C)=O)cc1 (configuration not stated)	-8%
Cc1ccccc1-n1nc(-c2c(C)nc3c(OCC(=O)OC(C)(C)C)cccn3c2=O)cc1C	-24%
COc1cccc(S(=O)(=O)N2CCCN(C(=O)C3CC3)c3ccccc32)c1	-18%
COCCNc1oc(/C=C/c2ccc(F)cc2)nc1C#N	?
CCCCS(=O)(=O)N1CCCC(c2[nH]ccc2C(=O)NC)C1 (configuration not stated)	1%

Of the compounds above, these have a furan ring, fused or not:
SMILES	Pf Dd2 inh
Cc1ccc(CN(Cc2ccco2)C(=O)COc2c(C)cc(C)cc2C)cc1	?
COc1ccc(Nc2nc(-c3c(C)noc3C)cc3cc(CO)oc23)cc1OC	7.9µM*
Cc1ccc2c(CC(=O)N(Cc3cccc(Cl)c3)C3CCS(=O)(=O)C3)coc2c1 (configuration not stated)	7%
COCCN1CCCCCC(O)c2cc(C(=O)NCc3ccc(C)o3)ccc21 (configuration not stated)	?
Cc1cccc(CNC(=O)Cc2ccc(N(Cc3ccc(F)cc3)C(=O)c3ccco3)cc2)c1	i
COc1ccc(Cn2c(=O)c3oc4ccccc4c3n(CC(=O)Nc3c(C)cccc3C)c2=O)cc1	10%

A section from the list above, as a working copy:
SMILES	Pf Dd2 inh
CCc1ccc(C(=O)NC2CCN(c3cn[nH]c(=O)c3)CC2)cc1	?
COCCn1nnnc1C1CC2(CCOCC2)C(=O)N1Cc1ccc(Cl)cc1 (configuration not stated)	25%
CS(=O)(=O)c1ccc(OCC2(CNS(=O)(=O)c3ccc(F)cc3)C[C@@H](O)[C@@H](O)C2)cc1 (some centres not stated)	13%

These rows are one share of the data. The share of hits here may be higher or lower than overall.
